M. tuberculosis HTS – M. tuberculosis growth inhibition, HTS (AID 449762) | one-dose inhibition, % at 25 µM; IC50 in µM for titrated hits | 330,000 compounds, 0.59% hits | M. tuberculosis H37Rv growth inhibition, 7H9 media; higher % means a stronger effect; in the data active = a potency from the dose series; inconclusive = inhibition above about 70% without an active follow-up result;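 also: bacterial growth assessed after seven days of incubation; strong numbers were not always called active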
PhoP GFP inhibition – PhoP regulon inhibitors, Salmonella typhi PhoP promoter GFP reporter, confirmatory (AID 1850); Salmonella Typhi PhoP-promoter GFP reporter, fluorescence, 4 h; higher % means a stronger effect; inhibition, % at 50 µM; hits with a dose series show IC50 in µM; 310,000 compounds, 0.33% hits; in the data active = a potency from the dose series; inconclusive = inhibition mostly from about 25% at the one dose, without a potency; inactive = the rest, 99 in 100 with inhibition below about 19%;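 also: 0% = induced wells with vehicle and 100% = uninduced wells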
H1N1 NS1A inhibition – NS1A inhibition, H1N1 influenza, cell based functional assay (AID 504329); NS1A functional cell-based assay, percent inhibition; higher % means a stronger effect; inhibition, % at 12.5 µM, or IC50 in µM where a hit was titrated; 340,000 compounds, 0.3% hits; in the data active = a potency from the dose series; inconclusive = inhibition above about 27% without an active follow-up result; also: strong numbers were not always called active
tuberculosis growth – growth inhibition of non-replicating M. tuberculosis (AID 488890) | Mycobacterium tuberculosis non-replicating, growth inhibition; higher % means a stronger effect | inhibition, % at 25 µM, or IC50 in µM where a hit was titrated | 320,000 compounds, 0.39% hits; in the data active = a potency from the dose series; inconclusive = inhibition mostly from about 82% at the one dose, without a potency; inactive = the rest, 99 in 100 with inhibition below about 76%;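 also: plate controls were DMSO cells for no effect and high antibiotic wells for full effect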
inhibitors of VEEV – inhibitors of VEEV TC-83 cytopathic effect, confirmation, Vero cells (AID 588727); Vero cells, VEEV TC-83 cytopathic effect inhibition; higher % means a stronger effect; one-dose inhibition, % at 20 µM; IC50 in µM for titrated hits; 350,000 compounds, 0.13% hits; in the data active = a potency from the dose series; inconclusive = inhibition mostly from about 14% at the one dose, without a potency; inactive = the rest, 99 in 100 with inhibition below about 12%; also: strong numbers were not always called active
inhibitors of VEEV 10K pilot screen – second read-out of inhibitors of VEEV, no call of its own (marks repeat the call); inhibition, %; measured here: 10K pilot screen inhibition
An asterisk follows results filed as active; i = inactive; ? = inconclusive; · = not tested or not shown; & = joins results of further samples.

SMILES	M. tuberculosis HTS	PhoP GFP inhibition	H1N1 NS1A inhibition	tuberculosis growth	inhibitors of VEEV	others
COc1ccc(Cl)cc1NC(=O)CN(C)C(=O)c1cccc2cccnc12	3%	·	0%	-8%	6.8%
CCOc1ccc(CC(=O)NNC(=O)/C=C/C(=O)O)cc1	3%	3%	11%	-1%	i
O=c1[nH]c(=O)n(C2CCCO2)cc1F (stereo not given)	29µM*	11%&12%	-1%	?	0.4%
COc1ccc(NC(=O)N2CCCC2C(=O)Nc2ccc(C)c(Cl)c2)cc1 (stereo not given)	61%	-3%	0%	13%	3.0%	inhibitors of VEEV 10K pilot screen=1.2
C=CC(=O)N1C/C(=C/c2ccccc2)C(=O)/C(=C\c2ccccc2)C1	·	·	9%	·	i
Cc1cc(NC(=O)Nc2cccc(C(F)(F)F)c2)n(C)n1	-2%	-9%	-3%	10%	0.1%
COCCNC(=O)C(c1ccc(OC)cc1)N(Cc1ccco1)C(=O)CCC(=O)Nc1ccccn1 (stereo not given)	4%	4%	-8%	-5%	0.8%
C=CCn1c(SCC(=O)Nc2ccc(F)cc2F)nnc1-c1cnccn1	-1%	1%	-1%	11%	2.9%
Cc1cccc(Nc2nnc(SCC(=O)NCC3CCCO3)s2)c1C (stereo not given)	3%	·	-22%	61%	2.6%
CC12CCC3c4ccc(OP(=O)(N5CC5)N5CC5)cc4CCC3C1CCC2=O (stereo not given)	·	·	1%	·	i
Cc1ccc(NS(=O)(=O)c2ccc(-c3cnc(C4CC4)o3)cc2)c(C)c1	-6%	15%	0%	25%	3.2%
COc1cccc(NC(=O)c2ccc(N3C(=O)C4CC=CCC4C3=O)cc2)c1 (stereo not given)	-8%	-5%	-13%	-5%	1.7%
O=C1NC(=S)NC(=O)C1=Cc1cccc2cc3ccccc3cc12	·	·	13%	·	i
Cc1ccc(NC(=O)CNC(=O)Cn2cnc3sc(C)c(C)c3c2=O)cc1F	2%	-3%	9%	-1%	i
CCCCN1C(=O)C(NC(=O)CC(C)C)(C(F)(F)F)C2=C1CC(C)(C)CC2=O (stereo not given)	-11%	0%	4%	-4%	i
c1ccc2c(c1)c1cccc3ccc4cccc2c4c31	-1%	·	-7%	28%	i
O=C(CN1CCSC1=NCc1ccccc1)c1ccccc1	3%	-3%	-1%	-5%	1.2%
CC(/C=N/n1cnnc1)=C\c1ccccc1	-8%	7%	14%	1%	2.0%
Cc1cnc([N+](=O)[O-])n1CCOC(=O)NC(=O)c1c(F)cccc1F	4%	-5%	-11%	-1%	0.3%
CCCN1C(=O)/C(=C/c2ccc(N3CCOCC3)cc2)NC1=S	9%	-46%	-5%	13%	1.4%
CSc1nccc(-c2sc(SC)c(C#N)c2-c2ccccc2)n1	0%	-16%	-3%	-4%	1.4%
COc1ccc(OCC(=O)Nc2ccc3c(c2)nc(CCN2CCN(C)CC2)n3C)cc1	3%	3%	4%	44%	6.3%
O=C(c1cc(S(=O)(=O)N2CCC3(CC2)OCCO3)ccc1F)N1CCCCC1	3%	-23%	-10%	4%	i
Cc1cccc(C(=O)N[C@@H](C)C(=O)N2CCN(c3ncccn3)CC2)c1	0%	·	-11%	-14%	1.5%
Cc1ccc(-c2n[nH]c(Cc3ccccc3)n2)cc1	12%	3%	-3%	12%	3.2%
CC(=O)Nc1c(O)nc(SC/C=C/CSc2nc(O)c(NC(C)=O)c(=O)[nH]2)[nH]c1=O	0%	-11%	-4%	3%	1.4%
COc1ccccc1C(=O)Oc1cc(C)[nH]c(=O)c1[N+](=O)[O-]	0%	4%	-2%	-7%	1.1%
O=S(=O)(c1ccc2ccccc2c1)N1C=CC(C(F)(F)F)=NCC1	-5%	3%	-4%	23%	i
CCCn1c(Sc2nc3c(c(=O)[nH]c(=O)n3C)n2CCC)nc2c1c(=O)[nH]c(=O)n2C	-10%	-2%	-10%	21%	0.7%	inhibitors of VEEV 10K pilot screen=1.5
Cc1cc2cc(CNC(=S)NC3CCCCC3)ccc2[nH]1	4%	11%	0%	?	0.6%
CC(C)C(=O)Nc1cccc(-c2nc3ccccc3o2)c1	-4%	10%	22%	·	1.0%
CC(=O)c1cccc(NC(=O)CSc2ccc(-c3cccnc3)nn2)c1	·	·	-2%	·	0.5%
CCNc1nc(OC)nc(SCC(=O)Nc2ccccc2)n1	1%	2%	-27%	5%	9.6%
Cc1cc(N2CCC(C(=O)NC3CC3)CC2)nc(-c2ccccc2)n1	-2%	-17%	5%	-6%	1.2%
CC(=O)C1=C(O)C(=O)N(c2ccc(O)cc2)C1c1ccc(Cl)cc1 (stereo not given)	-1%	-8%	-3%	44%	0.2%
CC1CCN(C(=O)COC(=O)c2cccc(S(=O)(=O)N(C)c3ccccc3)c2)CC1	-7%	·	-4%	33%	3.3%
O=C(Nc1ccc(F)cc1F)c1noc2c1CCC2	-4%	-6%	-19%	74%	i
CCOc1ccc(C(=O)Nc2nnc(C(C)C)s2)cc1OCC	-4%	-2%	6%	-10%	0.6%
CCCS(=O)(=O)N1CCC(C(=O)NCCc2ccc(OC)c(OC)c2)CC1	-6%	5%	-14%	-11%	3.1%
O=C1CSC(c2cccnc2)N1Cc1cccnc1 (stereo not given)	1%	20%	-6%	-5%	1.1%
CCOC(=O)C1CCN(C(=O)CCc2ccccc2)CC1	-1%	-13%	3%	·	1.4%	inhibitors of VEEV 10K pilot screen=0.5
CCOC(=O)c1sc2ccc(S(=O)(=O)N3CCCCC3)cc2c1N	6%	-13%	-26%	36%	i
C=CCC[C@H](Cc1ccc(F)cc1)C(=O)OC[C@@H](C)NC(=O)[C@H](CC=C)CC(=O)N(CCO)Cc1ccccc1	0%	·	-20%	12%	4.0%
CCCCCC(=O)Nc1ccc(N2CCN(CC)CC2)c(Cl)c1	-3%	9%	3%	3%	i
O=C(COC(=O)c1ccc(O)cc1)NCC1CCCO1 (stereo not given)	-6%	-2%	-8%	-9%	2.1%
CCN1CCN(S(=O)(=O)c2ccc(Cl)c(C(=O)Oc3ccc(CC(=O)OC)cc3)c2)CC1	·	·	-18%	·	1.2%
O=C(NCCc1ccccc1)C1CC(=O)N(C2CCCCC2)C1 (stereo not given)	-6%	-6%	-13%	-2%	0.6%
CCn1nnc(-c2ccccc2NC(=O)c2cnccn2)n1	-8%	-11%	-3%	0%	2.4%

Grouped by structure, the entries above containing a nitro group on carbon
SMILES	M. tuberculosis HTS	PhoP GFP inhibition	H1N1 NS1A inhibition	tuberculosis growth	inhibitors of VEEV	others
Cc1cnc([N+](=O)[O-])n1CCOC(=O)NC(=O)c1c(F)cccc1F	4%	-5%	-11%	-1%	0.3%
COc1ccccc1C(=O)Oc1cc(C)[nH]c(=O)c1[N+](=O)[O-]	0%	4%	-2%	-7%	1.1%

(next part)
SMILES	M. tuberculosis HTS	PhoP GFP inhibition	H1N1 NS1A inhibition	tuberculosis growth	inhibitors of VEEV	others
O=C1/C(=C/c2ccc(O)cc2)COc2ccccc21	7%	11%	5%	48%	1.4%
O=C(Cn1sc2ccccc2c1=O)NC12CC3CC(CC(C3)C1)C2	-1%	6%	5%	?	?
O=C(c1cccc(-n2cnnn2)c1)N1CCOCC1	-2%	-5%	-5%	4%	0.3%
CCOc1ccc2nc(N3CCCC(C(=O)NCCCN4CCCCC4)C3)sc2c1 (stereo not given)	8%	6%	-6%	20%	6.6%
CCc1[nH]nc(C(=O)N/N=C/c2ccncc2)c1C	5%	1%	3%	7%	0.8%
Fc1ccc(Nc2ncnc3sccc23)cc1	-6%	-3%	15%	13%	1.2%
Cc1cc(C)cc(Oc2ccc(C(F)(F)F)cc2C#N)c1	-2%	13%	-11%	-18%	0.8%
CN(C)c1ccc(C(CC(=O)O)C(=O)O)cc1 (stereo not given)	-2%	1%	3%	40%	0.0%
CC(=O)c1ncnn1CC(=O)c1ccc(Cl)cc1Cl	1%	-4%	5%	35%	1.0%
CCC(=O)Nc1nc2ccccc2n1CCN1CCOCC1	-2%	5%	-6%	3%	i
Cc1nc(N2CCCCC2C)c2c(C)c(C(=O)Nc3ccccc3C(F)(F)F)sc2n1 (stereo not given)	?	-4%	6%	10%	i
O=C(COc1ccccc1)N1CCNC1=O	-9%	-7%	-4%	-2%	i
O=C1NC2(Nc3ccccc31)C(=O)Nc1ccccc12 (stereo not given)	5%	-7%	2%	2%	8.7%
CN(C)CCN(C(=O)c1ccco1)c1nc2cc3c(cc2s1)OCCO3	-7%	-1%	-4%	-10%	1.3%
CC(C)COc1ccc(C(=O)Nc2ccccc2[N+](=O)[O-])cc1	8%	-7%	8%	-6%	2.5%
CN(C)CCN(Cc1ccco1)C(=O)c1cc2c(Cl)nc3ccccc3c2s1	13%	-3%	5%	?	12%
CC1=C(C(=O)OCc2ccccc2)C(c2cccs2)NC(=O)N1CCCC(=O)O (stereo not given)	0%	-1%	-3%	-6%	0.4%
CC(C)C(=O)Nc1ccc(S(=O)(=O)N2CCC(c3nc4ccccc4[nH]3)CC2)cc1	8%	9%	-11%	35%	4.2%
CC(=O)NCCSC(=O)c1ccc(F)cc1	4%	-7%	1%	30%	0.2%
O=C(CC1SCCNC1=O)Nc1ccccc1Cl (stereo not given)	-2%	-13%	-2%	-9%	0.4%
S=C(Nc1ccc(Br)cc1)N1CCN(C2CCCCC2)CC1	-2%	-4%	7%	-3%	2.4%
CCOC(=O)c1ccc(NC(=O)N2CCN(c3ccccn3)CC2)cc1	65%	0%	2%	47%	7.8%
Cc1ccc(CNC(=O)C(=O)Nc2nccs2)cc1	4%	-3%	-5%	74%	0.2%
O=C(NCc1ccc(Cl)cc1Cl)Nc1ccccc1	?	3%	-1%	0%	3.2%
CCC(=O)N1CCN(c2ccccc2NC(=O)c2cccc(C)c2)CC1	-16%	-11%	-3%	21%	2.1%
N#CC(c1ccc(Cl)nn1)c1c(F)cccc1Cl (stereo not given)	8%	1%	-5%	-7%	i
COC(=O)c1ccccc1Oc1c(F)c(F)nc(N2CCOCC2)c1F	4%	12%	-5%	-11%	0.8%
CCCOc1ccc(C(=O)NCC(c2ccco2)N(C)C)cc1OC (stereo not given)	-1%	-6%	-4%	10%	i
CC(=O)c1cccc(NC(=O)N2CCCc3ccccc32)c1	63%	-9%	-2%	48%	2.3%
O=Cc1c(SCCO)nc2ccccn2c1=O	-6%	5%	8%	6%	1.7%
CCCOc1ccc(N2C(=O)CC(NCc3cccs3)C2=O)cc1 (stereo not given)	3%	6%	-2%	8%	0.9%
O=C(NCC(c1cccnc1)N1CCN(c2ccc(F)cc2)CC1)c1cccc(Cl)c1 (stereo not given)	-1%	-4%	-3%	0%	6.9%
Cc1c(N(C)S(=O)(=O)c2cc(C(=O)N3CCCC3)ccc2Cl)c(=O)n(-c2ccccc2)n1C	-9%	-10%	-9%	2%	0.2%
COc1ccc2c(Cl)c(C(=O)N/N=C/c3cccnc3)sc2c1	3%	7%	-9%	17%	5.3%
CCOC(=O)N1CCN(C(=O)COc2cc(C)c(Cl)c(C)c2)CC1	-3%	-6%	-6%	24%	0.9%
N/C(=N\OC(=O)CCCc1ccccc1)c1cccc([N+](=O)[O-])c1	?	-4%	-6%	41%	0.9%
COc1cc(C2NC(=O)NC(c3ccccc3)=C2C(C)=O)cc(Cl)c1OCC(=O)O (stereo not given)	-2%	7%	-2%	-5%	0.6%
CN(C)c1ccc(/C=C/c2nc3ccccc3s2)cc1	43%	-9%	-1%	21%	4.2%
C/C(=N\NC(=O)CSCc1cccc(Br)c1)c1ccc([N+](=O)[O-])cc1	-3%	-5%	-2%	-3%	7.4%
CCN(CC)C(=O)CSc1nc(C)cc(-c2cccs2)c1C#N	0%	-10%	-12%	7%	i
O/N=C1\CCCc2oc3c(c21)CCCC3	-11%	2%	1%	3%	0.8%
COC(=O)c1sccc1-n1cccc1C(=O)N1CCOCC1	-3%	0%	5%	-14%	0.0%
COc1ccc(OC)c2c(N)c(C#N)c(C(F)(F)C(F)(F)F)nc12	5%	-4%	1%	0%	1.8%

Some of these compounds in order of SMILES length, highest first:
SMILES	M. tuberculosis HTS	PhoP GFP inhibition	H1N1 NS1A inhibition	tuberculosis growth	inhibitors of VEEV	others
COc1cc(C2NC(=O)NC(c3ccccc3)=C2C(C)=O)cc(Cl)c1OCC(=O)O (stereo not given)	-2%	7%	-2%	-5%	0.6%
CCN(CC)C(=O)CSc1nc(C)cc(-c2cccs2)c1C#N	0%	-10%	-12%	7%	i
CN(C)c1ccc(/C=C/c2nc3ccccc3s2)cc1	43%	-9%	-1%	21%	4.2%

A stretch from the list above, as a working copy:
SMILES	M. tuberculosis HTS	PhoP GFP inhibition	H1N1 NS1A inhibition	tuberculosis growth	inhibitors of VEEV	others
COc1ccc(Cl)cc1NC(=O)CN(C)C(=O)c1cccc2cccnc12	3%	·	0%	-8%	6.8%
CCOc1ccc(CC(=O)NNC(=O)/C=C/C(=O)O)cc1	3%	3%	11%	-1%	i

Source: PubChem (Southern Research Specialized Biocontainment Screening Center)
